# Screening data as filed in PubChem.
# OX1R antag: antagonists of human orexin 1 receptor (OX1R) | Orexin/Hypocretin receptor type 1 (Homo sapiens), O43613 | OX1R-expressing cells, FRET antagonist read-out | 330,000 tested, 1.8% active | inhibition, % at 6.6 µM; in the data active = inhibition mostly above about 38%, no sharp cut-off; inactive = mostly below about 40%;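 also: 0% = agonist challenge alone and 100% = reference antagonist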
# STK33 kinase inh: inhibitors of purified STK33 kinase, primary screen, biochemical, ADP-Glo luminescence, homogeneous, cell-free. MBP phosphorylation. inhibition, % at 10 µM. 320,000 tested, 0.073% active;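 active = inhibition at or above 25%, using the most active replicate where run in duplicate; inactive = inhibition below 25%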
# KCNQ2 block: KCNQ2 potassium channel inhibitors, primary screen, cell-based, CHO-K1, FluxOR thallium flux, B-score (AID 2156); Potassium voltage-gated channel subfamily KQT member 2 (Rattus norvegicus), O88943; 310,000 tested, 1.1% active; 20 min; hits give low values; B-score at 10 µM;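 active = fluorescence ratio B-score at most minus 3 library SDs, with starting brightness B-score within 2 library SDs, cut at about -5.5 in these data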
# Target sequence (O88943 whole entry, looked up): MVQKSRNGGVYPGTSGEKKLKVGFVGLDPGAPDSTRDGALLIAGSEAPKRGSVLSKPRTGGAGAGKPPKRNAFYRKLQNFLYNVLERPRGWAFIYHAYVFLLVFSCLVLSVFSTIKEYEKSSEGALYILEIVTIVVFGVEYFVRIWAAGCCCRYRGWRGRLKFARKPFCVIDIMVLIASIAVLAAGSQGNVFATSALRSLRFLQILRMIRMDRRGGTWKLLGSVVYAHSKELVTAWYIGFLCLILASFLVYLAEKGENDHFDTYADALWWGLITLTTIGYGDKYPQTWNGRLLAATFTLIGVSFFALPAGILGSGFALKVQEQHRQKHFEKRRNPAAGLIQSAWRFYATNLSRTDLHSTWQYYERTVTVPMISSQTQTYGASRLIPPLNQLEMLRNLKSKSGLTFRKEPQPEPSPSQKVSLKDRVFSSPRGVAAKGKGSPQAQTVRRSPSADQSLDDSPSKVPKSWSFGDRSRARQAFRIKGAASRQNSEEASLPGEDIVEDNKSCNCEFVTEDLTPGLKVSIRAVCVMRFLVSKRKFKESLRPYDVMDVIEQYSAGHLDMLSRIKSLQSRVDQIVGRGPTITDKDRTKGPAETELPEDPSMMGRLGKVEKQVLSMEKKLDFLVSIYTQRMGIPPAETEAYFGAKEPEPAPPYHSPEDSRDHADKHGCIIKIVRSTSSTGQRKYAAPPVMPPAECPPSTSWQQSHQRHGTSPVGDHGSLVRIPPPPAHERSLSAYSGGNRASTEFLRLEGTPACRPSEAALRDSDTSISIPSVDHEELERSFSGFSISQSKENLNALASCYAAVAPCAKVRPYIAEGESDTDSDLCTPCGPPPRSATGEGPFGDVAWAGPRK
# * hit, by the source's call; i = inactive; x = no result given.
# Every second line gives: OX1R antag	STK33 kinase inh	KCNQ2 block
> O=c1c2ccccc2c(C=Nc2ccc(O)cc2)c(O)n1Cc1ccccc1
  19.6	-1.4	i
> CCOc1ccc(NC(=O)CNC(=O)c2cn(-c3ccccc3OC)c(=O)c3ccccc23)cc1
  4.5	-1.6	i
> COc1cc(C(=O)Nc2ccc3c(c2)OCO3)c([N+](=O)[O-])cc1OC
  42.0	1.6	i
> COc1ccc(S(N)(=O)=O)cc1C(=O)OCC(=O)Nc1ncc(Cl)c(C)c1Cl
  3.6	-0.8	x
> O=C(c1ccc(Cl)cc1)C1CCCN(Cc2cccn2-c2cccnc2)C1 (stereo not drawn)
  8.6	-0.1	i
> CCOC(CNC(=O)c1ccc2c(c1)ncn2-c1ccccc1OC)OCC
  -4.9	0.4	i
> CCCc1c(C)nc(N2CCN(c3ccccc3F)CC2)[nH]c1=O
  4.5	-1.4	i
> COc1ccc(-n2cc(CN(C)C(C)c3ccncn3)c(-c3cccc(F)c3)n2)cc1 (stereo not drawn)
  2.3	-0.8	i
> O=c1oc(Nc2cccc(Cl)c2)nc2ccccc12
  13.8	-3.7	i
> CCOc1ccc(N=C2NC(=O)C(CC(=O)Nc3ccccc3)S2)cc1 (stereo not drawn)
  7.3	-0.8	i
> Cc1cccc(C(=O)N(Cc2cccs2)C2CCS(=O)(=O)C2)c1 (stereo not drawn)
  8.8	0.4	i
> CCOc1ccc(C(C)NC(=S)NCc2ccc(F)cc2)cc1 (stereo not drawn)
  14.3	-0.8	i
> CCOC(=O)N1CCN(C(=O)/C(=C/c2cccc3ccccc23)NC(=O)c2ccc(OC)c(OC)c2)CC1
  -0.1	0.0	i
> Cc1[nH]c2ccccc2c1C(O)CN1CCC2(CC1)OCCO2 (stereo not drawn)
  15.6	-0.3	i
> c1cncc(-c2nnc3n2CCC3)c1
  8.5	-1.4	i
> COc1ccc(S(=O)(=O)NCc2ccccc2)cc1Br
  14.8	-1.4	i
> Cc1ccc(NC(=O)c2ccncc2)cc1[N+](=O)[O-]
  105.0*	3.6	i
> O=C1C(=Cc2cccs2)C(=O)c2ccccc21
  17.8	0.2	i
> Cc1nnc(N/N=C/c2ccccc2F)n1N
  30.1	-0.4	i
> CCCCN(C(=O)Cc1cccc(F)c1)c1c(N)n(CCC)c(=O)[nH]c1=O
  12.2	7.3	i
> CCC(C)N1CCN(C(=O)c2cccs2)CC1 (stereo not drawn)
  8.5	0.4	x
> CCN(CC)CC#CCC(O)(c1ccccc1)c1ccc(Br)cc1 (stereo not drawn)
  11.2	-0.6	i
> Cc1ccc(CNC(=O)C(=O)c2cn(CC(=O)N3CCCC3)c3ccccc23)cc1
  24.8	0.9	i
> O=C(N/N=C/C=C/c1ccccc1[N+](=O)[O-])c1cccs1
  7.4	0.0	i
> CC1C=CCC2C(=O)N(c3ccccc3OC(=O)c3cccs3)C(=O)C12 (stereo not drawn)
  15.6	-2.1	i
> O=C1C2C(C(=O)N1c1nccs1)C1C=CC2C12CC2 (stereo not drawn)
  2.5	0.4	i
> Cc1nnsc1C(=O)NC(C)C12CC3CC(CC(C3)C1)C2 (stereo not drawn)
  8.1	-0.2	i
> CC[C@@H]1CCCCc2ccccc2[C@H](C(=O)C[C@H](O)CC(C)=O)OC1=O
  0.7	0.0	x
> CCCN(CCC)CCNc1c(NC2CCN(C(=O)OCC)CC2)c(=O)c1=O
  11.9	-0.1	i
> COc1ccc(/C=C(/C(=O)Nc2ccccc2C(=O)N2CCCC2)c2ccccc2)cc1
  3.0	-1.4	-6.61*
> O=C(CN1CC[n+]2c(-c3ccccc3)csc21)c1ccc(Br)cc1
  30.2	-0.8	i
> Cc1cccc2cc3c(N)c(C(=O)N4CCCc5ccccc54)sc3nc12
  7.1	-2.1	i
> CC1CCCC(NS(=O)(=O)c2cc3c(cc2Cl)NC(=O)CO3)C1C (stereo not drawn)
  9.4	1.4	i
> O=C(COc1ccc([N+](=O)[O-])cc1Cl)NCCc1ccccc1
  15.6	-0.3	i
> N#Cc1cccc(NC(=O)CC2CCCCC2)c1
  13.4	-0.7	i
> Cc1ccc(Cl)cc1N1CCN(C(=O)C2CCN(S(=O)(=O)c3cccnc3)CC2)CC1
  31.9	0.7	i
> CN1C(=O)CC(C(=O)O)SC1=Nc1cc(Cl)c(O)c(Cl)c1 (stereo not drawn)
  13.2	-0.9	i
> N#CCCN(C(=O)COC(=O)CCc1nc2ccccc2c(=O)[nH]1)c1ccc(F)cc1
  -2.3	-2.3	x
> NS(=O)(=O)c1ccc(CCNC(=O)C(=O)c2cn(CC(=O)N3CCOCC3)c3ccccc23)cc1
  5.2	-0.5	i
> Cc1ccc(NC(=O)CS(=O)CC(=O)N(c2ccc(C)cc2)C(C)C(=O)NC2CCCCC2)cc1 (stereo not drawn)
  3.9	-0.2	i
> CC(=O)c1cccc(NC(=S)NCCc2ccc(Cl)cc2)c1
  22.1	-0.8	i
> Cc1ccc([N+](=O)[O-])cc1S(=O)(=O)Nc1cccc(S(=O)(=O)NC2=NCCC2)c1
  10.3	-0.3	x
> Cc1cc(C)[n+](C)n1CC(O)Cn1c2ccccc2c2ccccc21 (stereo not drawn)
  22.1	-0.1	i
> COc1ccc(CC(=O)NC2CCSc3ccccc32)cc1OC (stereo not drawn)
  0.1	-2.4	i
> c1ccc(-c2nc(-c3ccncc3)n[nH]2)nc1
  8.9	-0.7	i
> OC1COC(O)C(O)C1O (stereo not drawn)
  10.7	-1.8	i
> O=C(Nc1ccc(CN2CCS(=O)(=O)CC2)cc1)c1ccccc1
  -0.8	-1.1	i
> COc1ccc(NC(=S)NC2CCCCC2)cn1
  26.7	-1.5	i
> COC(=O)c1cc(NC(=S)N2CCN(c3ccccn3)CC2)cc(C(=O)OC)c1
  13.8	0.2	i
> CCOC(=O)C1=C(CNCCc2ccc(Cl)cc2)NC(=O)NC1c1ccc2c(c1)OCO2 (stereo not drawn)
  15.1	0.6	i
> Oc1ccc(/C(Cc2ccccn2)=N\Nc2ccccc2)c(O)c1
  35.1	1.5	i
> Cc1ccc(S(=O)(=O)N2CCN(C(=O)c3ccc4c(c3)OCO4)CC2)cc1
  19.9	1.0	i
> CCOC(=O)C1CCN(c2ncnc3c2oc2ccc(Cl)cc23)CC1
  51.3	-0.6	i
> O=C(OCCc1cc2ccccc2c(=O)o1)c1ccc2c(c1)OCO2
  13.9	-0.7	x
> Cc1cc(C)nc(Nc2cccc3ccccc23)n1
  11.2	0.5	i
> CC1(C)Cc2c(C#N)c(OCC(=O)c3ccc(Cl)cc3)nc(-c3ccco3)c2CO1
  25.0	-1.7	i
> CONC(=O)c1cc(OCC(F)(F)F)ccc1OCC(F)(F)F
  1.2	-0.3	i
> O=C(Nc1ccsc1C(=O)O)c1cccc(Oc2ccccc2)c1
  23.8	0.3	i
> Cc1ccc(S(=O)(=O)N2CCC(C(=O)Nc3ccc4c(c3)OCO4)CC2)cc1
  7.0	10.4	i
> Cc1cc(C)n(-c2nc(-n3nc(C)cc3C)c3c4c(sc3n2)COC(C)(C)C4)n1
  22.4	0.0	-7.97*

# Random excerpt: five records from the list.
# Every second line gives: OX1R antag	STK33 kinase inh	KCNQ2 block
> OC1COC(O)C(O)C1O (stereo not drawn)
  10.7	-1.8	i
> CONC(=O)c1cc(OCC(F)(F)F)ccc1OCC(F)(F)F
  1.2	-0.3	i
> Oc1ccc(/C(Cc2ccccn2)=N\Nc2ccccc2)c(O)c1
  35.1	1.5	i
> CCOC(=O)C1=C(CNCCc2ccc(Cl)cc2)NC(=O)NC1c1ccc2c(c1)OCO2 (stereo not drawn)
  15.1	0.6	i
> O=C(Nc1ccc(CN2CCS(=O)(=O)CC2)cc1)c1ccccc1
  -0.8	-1.1	i

# Next structures:
# Every second line gives: OX1R antag	STK33 kinase inh	KCNQ2 block
> Cc1ccc(S(=O)(=O)/N=C(/c2ccc(F)cc2)N(C)C)cc1
  -2.2	-1.4	i
> O=c1ccc2ccc(OCc3nnc(-c4ccccc4Br)o3)cc2o1
  7.2	-1.7	i
> CN(C(=O)COC(=O)c1cc([N+](=O)[O-])ccc1Sc1ccccc1)C1CCS(=O)(=O)C1 (stereo not drawn)
  23.5	-1.1	i
> COc1ccc(CNC(=O)CN2C(=O)COc3ccc(S(=O)(=O)N4CCC(C)CC4)cc32)cc1
  -3.9	-0.6	i
> CC(C)CNC(=O)NC(=O)COC(=O)c1cccc(NS(=O)(=O)c2ccc(F)c(F)c2)c1
  11.6	-0.2	i
> CCOC(=O)NC(=O)/C(C#N)=C(/C)N(C)C
  14.3	-1.7	i
> CCOC(=O)c1sc(NC(=O)C(CC)Sc2nnc3c4ccccc4n(CC)c3n2)nc1C (stereo not drawn)
  16.6	-0.6	i
> CCCCn1c(N)c(N(CCOC)C(=O)c2ccc(-c3ccc([N+](=O)[O-])cc3)o2)c(=O)[nH]c1=O
  19.2	-0.6	i
> Cc1cc(/C=N\NC(=O)COc2cccc3cccnc23)c(C)n1-c1ccc(Br)cc1
  27.7	-0.1	i
> COc1ccc(CNC(=O)Cn2ncn3cccc3c2=O)cc1
  6.2	-0.9	i
> Cc1c2c(nc3ccccc13)CCC(C(C)(C)C)C2 (stereo not drawn)
  21.4	0.4	i
> Cn1nc(C(C)(C)C)cc1C(=O)NNC(=O)c1ccc(C(F)(F)F)cc1
  6.9	0.2	i
> O=c1cc(-c2cccc(Br)c2)nc(-c2ccccc2F)o1
  3.3	-0.9	i
> Cc1c(C(=O)N2CCCCC2C)sc2ncnc(N3CCc4ccccc4C3)c12 (stereo not drawn)
  24.5	-0.6	i
> CSc1cccc(NC(=S)N(CCC(C)C)C(C)c2ccncc2)c1 (stereo not drawn)
  13.2	-1.3	i
> O=C(CNS(=O)(=O)c1ccccc1)N/N=C/c1ccccc1[N+](=O)[O-]
  4.6	-1.5	i
> O=C(COC(=O)c1cc(=O)[nH]c(=O)[nH]1)Nc1cccc(Cl)c1
  5.5	-0.3	x
> C=C(C)Cn1c(=S)[nH]c2ccccc2c1=O
  13.6	-0.4	i
> O=C(COC(=O)c1ccco1)Nc1cc(S(=O)(=O)N2CCOCC2)ccc1Cl
  12.2	0.5	x
> COc1ccccc1N1CCN(C(c2cccs2)C(C)NC(=O)C(=O)N2CCOCC2)CC1 (stereo not drawn)
  20.9	-0.9	i

# More structures.
Compound,OX1R antag,STK33 kinase inh,KCNQ2 block
CCn1c(/C=C/c2ccccc2[N+](=O)[O-])nc2ccccc2c1=O,52.5*,-1.3,i
COC(=O)c1ccc(NC(=O)C2CCCCC2C(=O)O)cc1 (stereo not drawn),17.0,4.6,i
Cc1nn(C)cc1C(=O)Nc1cc(Oc2ccc(Cl)cc2)cc([N+](=O)[O-])c1,1.0,-0.7,i
Cc1ccc(C(=O)NCCc2n[nH]c(=S)n2C)cc1,15.3,-0.7,i
C/C(=C/C#N)Nc1ccc(C)cc1,16.9,-0.9,i
O=C(NCCc1ccc(Cl)cc1)c1ccc2nc[nH]c2c1,36.0,-2.1,i
Cc1ccc(C(=O)O)cc1S(=O)(=O)NCC1CCCO1 (stereo not drawn),1.2,-1.5,i
C/C(=N\Nc1c(Cl)c(Cl)nc(C(=O)O)c1Cl)c1ccc(O)cc1,28.2,-0.2,i
CNC(=S)N/N=C/c1c(C(=O)OC)cnn1-c1ccc(F)cc1F,0.4,0.0,i
O=C(CSc1ccc(F)cc1)Nc1ccc2c(c1)C(=O)NC2=O,20.9,13.8,i
COc1cccc(-c2cc(C(=O)NC3CCCC3)no2)c1,8.2,2.5,i
CC(=O)NNC(=O)c1cc2sccc2s1,9.3,-1.7,i
C=CCOc1ccccc1/C=N/NC(=O)c1ccc(Cl)cc1Cl,20.2,-0.1,i
CCCC(O)(c1ccc(Cl)cc1)C(CN1CCOCC1)c1ccccc1 (stereo not drawn),11.1,x,i
COC(=O)[C@H](CCSC)NC(=O)Nc1ccc(OC)cc1,1.9,-0.4,i
CCOC(=O)c1ccc(NC(=O)c2nc[nH]c2C(=O)NC2CCN(C(=O)OC(C)(C)C)CC2)cc1,20.1,2.0,i
CCOc1ccc(Br)cc1S(=O)(=O)N1CCSC1,x,1.4,i
CCn1c(C)nc2cc(S(=O)(=O)C(F)F)ccc21,25.1,0.8,i
Cc1ccc(OCc2ccc(C(=O)O)o2)cc1C,x,-1.9,i
O=C(NCCc1cnn(-c2ccccc2)c1)c1cc(COc2c(F)cccc2F)on1,14.9,-2.7,i
Cc1noc(C)c1S(=O)(=O)N(CCc1ccccc1)Cc1ccccc1,12.1,-1.5,i
Cc1nnc(SCC(=O)N2CCN(c3cccc(Cl)c3)CC2)n1C1CC1,3.4,-0.4,x
c1ccc2c(c1)oc1c(Nc3ccc(CN4CCOCC4)cc3)ncnc12,25.5,6.0,i
Cc1ccc(NC(=O)Cc2c[nH]c3ccccc23)cc1S(=O)(=O)N1CCCCCC1,9.1,-1.9,i
Cc1ccc(C)c(NC(=S)NCCN(C2CCCCC2)C2CCCC2)c1,17.3,-0.3,i
O=C(Cn1nc(C(=O)O)c2ccccc2c1=O)Nc1cccc(S(=O)(=O)N2CCCCC2)c1,27.8,-1.1,x
COc1ccccc1CN(Cc1nc2ccccc2c(=O)[nH]1)C(=O)Nc1ccccc1C,12.3,0.5,i
CCOC(=O)N1CCN(C(=O)N2CCOCC2)CC1,7.8,-1.9,i
Cc1c(C(C)CCCO)oc(=O)c2c1Oc1c(C)c(C(C)C[C@@H](C)O)oc(=O)c1C2 (stereo partly drawn),3.0,0.0,x
Cc1ccc(-n2c(SCC(N)=O)nnc2-c2ccccn2)cc1C,0.2,-0.9,i
